Assay outcomes: PubChem BioAssay, National Center for Advancing Translational Sciences (NCATS)
HP1b binding inh – HTS for Inhibitors of HP1-beta Chromodomain Interactions with Methylated Histone Tails; Chromobox protein homolog 1 (Homo sapiens), P83916; Potency, µM (doses to about 114 µM), for the others: at the highest dose activity change, negative = inhibition, usual class: inhibitors; 0.56% of 390,000 active; AlphaScreen HP1-beta / biotin-H3K9me3 peptide binding; further: potency means the concentration at half of the fitted maximal effect; nearly all actives have a fitted effect of over 70% in size; inactives centre near 23
Target sequence (P83916 whole entry, looked up): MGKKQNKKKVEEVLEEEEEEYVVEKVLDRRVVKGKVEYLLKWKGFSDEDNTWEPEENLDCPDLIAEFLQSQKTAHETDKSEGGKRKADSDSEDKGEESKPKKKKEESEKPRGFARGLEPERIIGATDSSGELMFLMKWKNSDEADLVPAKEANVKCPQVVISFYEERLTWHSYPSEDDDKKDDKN
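HP1-beta protein (50 nM final) preincubated 30 min at room temperature with biotinylated H3(1-18)K9me3 peptide (50 nM) in PBS pH 7.4, 0.01% Tween-20, then compound added for 30 min. AlphaScreen streptavidin donor/nickel chelate acceptor beads (10 ug/mL final), 30 min dark, luminescence read.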
G9a inh – qHTS Assay for Inhibitors of Histone Lysine Methyltransferase G9a; G9a H3K9 monomethylation, AlphaScreen, 2 h; Potency, µM (series often up to 102 µM), inactives show at the top dose activity, negative = inhibition, usual class: inhibitors; 8.8% of 350,000 active; AID 504332, 2011; further: potency means the concentration at half of the fitted maximal effect; on the % scale 0 is the no-effect control and ±100 the full control effect; nearly all actives have a fitted effect of over 75% in size
Target sequence (Q96KQ7 913-1193 limits assumed): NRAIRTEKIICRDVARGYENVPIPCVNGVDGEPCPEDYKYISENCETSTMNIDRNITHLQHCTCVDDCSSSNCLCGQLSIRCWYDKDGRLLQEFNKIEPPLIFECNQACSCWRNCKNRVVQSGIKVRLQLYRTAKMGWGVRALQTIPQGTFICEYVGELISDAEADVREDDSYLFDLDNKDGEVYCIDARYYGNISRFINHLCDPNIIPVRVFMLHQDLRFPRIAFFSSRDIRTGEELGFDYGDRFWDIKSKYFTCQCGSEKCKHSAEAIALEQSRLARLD
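AlphaScreen detection with an anti-monomethyl H3K9 antibody quantified product after a 2 h room-temperature reaction containing 500 nM biotinylated H3K9 peptide, 20 µM SAM and 20 nM enzyme, which had been preincubated 15 min with compound.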
PI4K2A block – qHTS for small molecular inhibitors of PI4K2A. Phosphatidylinositol 4-kinase type 2-alpha (Homo sapiens), Q9BTU6. purified PI4K2A, ADP-Glo luminescence, 1 h; stronger effect = lower value. activity change, negative = inhibition, % at 76.9 µM. 0.13% of 420,000 active. AID 1346378, 2018; in the data active means activity change below about -50%; inconclusive means mostly about -30% to -49%;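 further: -100% = wells without enzyme as full effect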
Target sequence (Q9BTU6 whole entry, looked up): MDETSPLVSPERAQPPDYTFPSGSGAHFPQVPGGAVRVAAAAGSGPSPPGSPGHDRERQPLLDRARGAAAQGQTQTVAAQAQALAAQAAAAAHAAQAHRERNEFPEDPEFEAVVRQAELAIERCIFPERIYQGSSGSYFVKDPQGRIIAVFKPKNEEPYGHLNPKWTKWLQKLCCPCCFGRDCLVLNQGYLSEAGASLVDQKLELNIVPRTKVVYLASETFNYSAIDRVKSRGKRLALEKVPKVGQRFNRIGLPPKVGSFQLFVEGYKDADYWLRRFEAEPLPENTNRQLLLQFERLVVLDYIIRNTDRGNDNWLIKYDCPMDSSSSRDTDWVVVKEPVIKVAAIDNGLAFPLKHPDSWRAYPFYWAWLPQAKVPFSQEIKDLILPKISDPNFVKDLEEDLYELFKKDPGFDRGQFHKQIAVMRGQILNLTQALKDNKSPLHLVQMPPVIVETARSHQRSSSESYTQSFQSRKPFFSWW
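PI4K2A activity was measured by ADP-Glo luminescence: enzyme (4 ug/mL stock) and phosphatidylinositol (1.2 mM stock) in Tris pH 7.5/MgCl2/EGTA/Triton X-100 buffer were reacted with ATP (300 microM stock) for one hour at ambient temperature.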
Pol eta inh – qHTS for Inhibitors of Polymerase Eta; Potency, µM (titrated, usually from 114 µM), without a hit: at the highest dose activity change, negative = inhibition, actives largely listed as inhibitors; recombinant Pol eta, fluorescent DNA replication assay; AID 588591, 2011; 1.2% of 390,000 active; further: potency means the concentration at half of the fitted maximal effect; on the % scale 0 is the no-effect control and ±100 the full control effect
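Pol eta at 10 nM preincubated with compounds 15 min at room temperature; reaction started with fluorescent substrate (50 nM final) and read kinetically at 0 and 10 min.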
JMJD2A Tudor – qHTS Assay for Inhibitors of JMJD2A-Tudor Domain; Lysine-specific demethylase 4A (Homo sapiens), O75164; AlphaScreen JMJD2A-Tudor / H3K4me3 peptide binding; Potency, µM (top dose mostly 114 µM), without a hit: at the highest dose activity change, negative = inhibition, actives largely listed as inhibitors; 4.4% of 390,000 active; further: potency means the concentration at half of the fitted maximal effect; on the % scale 0 is the no-effect control and ±100 the full control effect; nearly all actives have a fitted effect of over 50% in size
BAZ2B inh – qHTS Assay for Inhibitors of BAZ2B; 4.4% of 360,000 active; Potency, µM (highest dose often 114 µM), without a hit: at the top dose activity change, negative = inhibition, actives largely listed as inhibitors; AlphaScreen BAZ2B-H3K14Ac peptide displacement; AID 504333, 2011; Bromodomain adjacent to zinc finger domain protein 2B (Homo sapiens), Q9UIF8; further: potency means the concentration at half of the fitted maximal effect; on the % scale 0 is the no-effect control and ±100 the full control effect; nearly all actives have a fitted effect of over 60% in size
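AlphaScreen displacement of biotin-H3(5-23)K14Ac peptide (50 nM final) from BAZ2B (50 nM final) in PBS pH 7.4, 0.01% Tween-20; complex preformed 30 min RT, then compounds (top 110 uM) 30 min RT, beads 20 min dark.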
GLS inh – qHTS for Inhibitors of Glutaminase (GLS); Glutaminase kidney isoform, mitochondrial (Homo sapiens), O94925; GLS enzymatic activity, qHTS titration; Potency, µM (top dose mostly 45.5 µM), without a hit: at the highest dose activity change, negative = inhibition, usual class: inhibitors; 0.21% of 410,000 active; AID 624170, 2012; further: potency means the concentration at half of the fitted maximal effect; on the % scale 0 is the no-effect control and ±100 the full control effect
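Read-out is an Amplex red fluorescence increase coupled through glutamate oxidase and HRP, measured before and after 30 min room-temperature incubation. hKGA is in 45 mM KH2PO4 (pH 8.2) with 0.02% Tween-20; glutamine added as 1mM solution.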
PGK inhibitor – qHTS Assay to Find Inhibitors of Phosphoglycerate Kinase; Phosphoglycerate kinase, glycosomal (Trypanosoma brucei brucei), P07378; PGK/GAPDH coupled, Kinase-Glo luminescence, 60 min; Potency, µM (doses to about 57.5 µM), for inactives: at the highest dose activity change, negative = inhibition, most hits filed as inhibitors; 0.043% of 380,000 active; AID 602233, 2012; further: potency means the concentration at half of the fitted maximal effect; on the % scale 0 is the no-effect control and ±100 the full control effect; nearly all actives have a fitted effect of over 60% in size
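Recombinant glycosomal PGK reaction used 1,3-bisphosphoglycerate generated in-well by GAPDH (100nM final) in 100mM TEA pH 7.6, 5mM MgCl2, 0.01% Tween-20. After 60 minutes at room temperature, ATP was read by Kinase-Glo Plus luminescence end-point.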
Pin1 inh – qHTS Assay to Find Inhibitors of Pin1; Peptidyl-prolyl cis-trans isomerase NIMA-interacting 1 (Homo sapiens), Q13526; Pin1 FP peptide displacement, HiFluor488, 10 min; Potency, µM (titrated, usually from 115 µM), for inactives: at the top dose activity, negative = inhibition, hits mostly inhibitors; 0.009% of 390,000 active; AID 504891, 2011; active means well fitted inhibition curve with a large enough effect in the polarisation, with a control signal flat, not every such curve was filed as active; inconclusive means small, poorly fitted or top-dose-only effect, or effect the other way, or a change in a side signal; inactive means no such curve, though single readings can be large or run the other way; the % refers to the polarisation; further: potency means the concentration at half of the fitted maximal effect; on the % scale 0 is the no-effect control and ±100 the full control effect
Active calls of the source: *; i = inactive; ? = inconclusive; . = not tested or not shown; [ ] = another dose, or the depositor's remark. Unless noted, the call rests on the fitted dose curve; in most records, active means well fitted curve in the direction sought with a large enough effect; inconclusive means small, poorly fitted or top-dose-only effect, or another doubt; inactive means no such curve, though single readings can be large; an effect the other way counts as inactive or inconclusive. This is a subset (hit frequency here may not be typical).

entry	Structure	HP1b binding inh	G9a inh	PI4K2A block	Pol eta inh	JMJD2A Tudor
1	CCCCCC(=O)N/N=C(\C)c1ccc(NC(=O)c2ccco2)cc1	35%[activator]	.	-5	-8%	-9%
2	CCOC(=O)Cc1cc(=O)c2c(=O)n(-c3ccccc3)[nH]c2[nH]1	31%	-24%[59 µM]	-19	-11%	?
3	CSc1nnc(CCCCCCCCc2nnc(SC)o2)o1	58%[activator]	11%	6	-13%	2%
4	OCC1(CCc2ccccc2)CCN(Cc2cccn2-c2cccnc2)CC1	17%	-9%	-3	-1%	-7%[11.4 µM]
5	CCOC(=O)C1CCCN(C(=O)c2csc(-c3ccc4c(c3)CCO4)n2)C1 (stereo not drawn)	1%	?	-5	-17%	-9%
6	O=C(OCC(=O)N1CCc2ccccc2C1)c1ccc(N2CCOCC2)c([N+](=O)[O-])c1	-1%	40µM*	5	-16%	-28%
7	CN(C)c1cccc(-c2csc(N3CCC(C(N)=O)CC3)n2)c1	35%	.	-1	-3%	4%
8	CSc1ncnc2c1ncn2CCCN1CCN(C(=O)C2CC2)CC1	.	.	-6	-19%	.
9	Cn1nc(C(F)(F)F)c2cc(NC(=O)OCc3ccc(C(C)(C)C)cc3)sc21	43%[activator]	-8%	2	-11%	-16%
10	CCOC(=O)N1CCN(C(=O)/C(=C/c2cccs2)NC(=O)c2cccs2)CC1	-12%	?	-5	-12%	-34%

entry	BAZ2B inh	GLS inh	PGK inhibitor	Pin1 inh
1	6%	5%	-2%	9%
2	-36%	-3%	i	?
3	2%	-11%	i	2%
4	?	-9%	0%	-3%
5	-14%	-1%	i	3%
6	-35%	0%	-2%	-2%
7	.	0%	2%	-2%
8	.	0%	5%	.
9	-2%	-22%	-5%	1%
10	2%	-3%	-9%	-2%

Filtered by structure, the entries above with a thiophene ring, fused or not
entry	Structure	HP1b binding inh	G9a inh	PI4K2A block	Pol eta inh	JMJD2A Tudor
9	Cn1nc(C(F)(F)F)c2cc(NC(=O)OCc3ccc(C(C)(C)C)cc3)sc21	43%[activator]	-8%	2	-11%	-16%
10	CCOC(=O)N1CCN(C(=O)/C(=C/c2cccs2)NC(=O)c2cccs2)CC1	-12%	?	-5	-12%	-34%

entry	BAZ2B inh	GLS inh	PGK inhibitor	Pin1 inh
9	-2%	-22%	-5%	1%
10	2%	-3%	-9%	-2%

Going on with the list.
entry	Structure	HP1b binding inh	G9a inh	PI4K2A block	Pol eta inh	JMJD2A Tudor
11	CCCCOC(=O)CSc1nnc(N)s1	17%	1%	3	7%	-13%
12	CCCC(C(=O)NC1CCCC1)N(C(=O)c1snc(C(N)=O)c1N)c1ccc(F)cc1 (stereo not drawn)	13%	5%	-1	0%	-1%
13	NC(=O)c1cc(S(=O)(=O)Nc2cccc(F)c2)co1	21%	5%	2	2%	-20%
14	C=CCc1cccc2cc(C(=O)OCC(=O)c3ccccc3)c(=O)oc12	22%	25%[12.7 µM]	-7	-6%	8%
15	CSCCC(NC(=O)c1cccc(C)c1)C(=O)OCN1C(=O)c2ccccc2C1=O (stereo not drawn)	3%	-8%	-3	2%	-19%
16	Cc1nc2cc(NC(=O)N(C)c3ccc4ccccc4c3)ccc2o1	-4%	?	0	5%	-21%
17	N#CCCN(C(=O)COC(=O)c1n[nH]c2ccccc12)c1ccccc1	16%	.	4	-20%	5%
18	CC(=O)Nc1ccc(N(C(=O)CNC(=O)c2cccs2)C(C(=O)NC(C)(C)C)c2ccccc2)cc1 (stereo not drawn)	-7%	-1%[12.7 µM]	0	-14%	-14%
19	Cc1cc(OC(=O)c2ccc(S(=O)(=O)N3CCCC3)cc2)c([N+](=O)[O-])c(=O)[nH]1	42%[activator]	?	-2	6%	1%
20	CC(C)(C)c1ccc(S(=O)(=O)NCc2ccc3c(c2)CCN3C(=O)c2ccccc2)cc1	16%[57 µM]	-4%[59 µM]	-3	-17%	-19%

entry	BAZ2B inh	GLS inh	PGK inhibitor	Pin1 inh
11	0%	5%	0%	-7%
12	3%	1%	i	1%
13	4%	-6%	-5%	-3%
14	13%	-2%	-2%	2%
15	-1%	11%	4%	1%
16	-1%	17%	i	2%
17	.	0%	-9%	-3%
18	-3%	-13%	-9%	2%
19	-34%	0%	.	2%
20	0%	7%	2%	8%

Some values from the list:
Value of entry 18 in PI4K2A block: 0
Value of entry 16 in BAZ2B inh: -1%
Value of entry 13 in Pol eta inh: 2%

(continued)
entry	Structure	HP1b binding inh	G9a inh	PI4K2A block	Pol eta inh	JMJD2A Tudor
21	CSc1ncc(C(=O)NCc2cccc(F)c2)c(-c2ccccc2)n1	21%	10%[59 µM]	-1	-7%	-10%
22	O=C(COC(=O)C1CCN(c2ccc(C(F)(F)F)cn2)CC1)NCc1ccccc1	52%[activator]	-27%[12.7 µM]	-5	-16%	15%
23	CC1(C)Cc2ccccc2C(N/N=C/c2ccc(Cl)cc2)=N1	?	-6%[59 µM]	-2	-6%	?
24	Cc1ccc(NC(=S)N2CCCCCC2)cc1	24%	.	-7	-13%	-5%
25	O=C(CCc1ccccc1)Nc1ccc2ccccc2n1	40%[activator]	-33%	-4	-9%	-12%
26	O=C(CC1OC(=O)c2ccccc21)Nc1cc(S(=O)(=O)N2CCOCC2)ccc1OCC(F)(F)F (stereo not drawn)	18%	13µM*	-5	-2%	-10%
27	Cc1ccc(C(=O)N2c3ccccc3NC(=O)C2C)cc1 (stereo not drawn)	13%	6%	3	0%	-10%
28	CCCCN(C)C(=O)c1cn(CC)c2ccc(S(=O)(=O)N(C)C)cc2c1=O	46%[activator]	11%	2	-9%	-9%
29	COc1ccc(OC)c(NC(=O)NCCN2CCN(c3ccccc3)CC2)c1	-10%	?	0	1%	-20%
30	O=C(CSc1ccccc1C(=O)O)c1ccccc1	39%	0%[59 µM]	-4	-17%	-3%

entry	BAZ2B inh	GLS inh	PGK inhibitor	Pin1 inh
21	0%	1%	8%	-8%
22	8%	0%	-5%	-1%
23	?	-5%	-2%	-2%
24	2%	27%	6%	-3%
25	0%	4%	i	-8%
26	-1%	12%	6%	2%
27	-13%	-3%	7%	0%
28	7%	-7%	-6%	-3%
29	-2%	14%	0%	0%
30	0%	2%	10%	-4%

Entries listed above shown as hits in G9a inh:
entry	Structure	HP1b binding inh	G9a inh	PI4K2A block	Pol eta inh	JMJD2A Tudor
6	O=C(OCC(=O)N1CCc2ccccc2C1)c1ccc(N2CCOCC2)c([N+](=O)[O-])c1	-1%	40µM*	5	-16%	-28%
26	O=C(CC1OC(=O)c2ccccc21)Nc1cc(S(=O)(=O)N2CCOCC2)ccc1OCC(F)(F)F (stereo not drawn)	18%	13µM*	-5	-2%	-10%

entry	BAZ2B inh	GLS inh	PGK inhibitor	Pin1 inh
6	-35%	0%	-2%	-2%
26	-1%	12%	6%	2%

(continued)
entry	Structure	HP1b binding inh	G9a inh	PI4K2A block	Pol eta inh	JMJD2A Tudor
31	Cc1ccc(S(=O)(=O)N2CCC(C(=O)N[C@@H](C)C(=O)NCc3ccccc3)CC2)cc1	35%[activator]	-47%[59 µM]	1	-11%	-14%
32	COc1ccc(Br)c(C(=O)Nc2ccc(F)cc2)c1	34%[activator]	.	-3	-4%	-5%
33	COc1ccccc1CNC(=O)C1(c2ccc(Cl)cc2)CC1	32%	19%[59 µM]	1	-16%	-4%
34	Cc1cccc(C)c1NC(=O)C1(N(Cc2ccco2)C(=O)CC2NC(=O)NC2=O)CCCCC1 (stereo not drawn)	52%[activator]	-3%[12.7 µM]	2	6%	-6%
35	CC(C)CCNC(=O)CSc1nc2ccsc2c(=O)n1Cc1ccccc1Cl	2%	0%[59 µM]	1	-1%	-13%
36	CCOc1ccc(NC(=O)CN(C)C(=O)C2CCN(C(=O)Nc3ccccc3)CC2)cc1OCC	33%	.	1	-8%	-22%
37	CN(C)c1ccc(C=NN2C(=O)CSC2=S)c(Cl)c1	.	.	2	-10%	.
38	CC(=O)c1sc(Nc2cccc3ccccc23)nc1C	4%	.	2	-11%	-32%
39	O=C(Nc1ccc(-n2cccn2)cc1)C1CCN(Cc2ccsc2)CC1	14%	5%[0.501 µM]	0	-12%	-10%
40	CCN(c1ccccc1)S(=O)(=O)c1ccc(C(=O)Oc2ccc(C(C)=O)cc2)cc1	21%	2%[59 µM]	23	-24%	-1%
41	Cc1ccc(Cn2nnc3c(=O)n(Cc4cccc(C)c4)cnc32)cc1	23%	6%[12.7 µM]	0	-9%	-7%
42	O=C(COC(=O)C1(c2ccc(F)cc2)CCCC1)N1CCN(C(=O)c2ccco2)CC1	28%	8%	-8	-13%	-16%

entry	BAZ2B inh	GLS inh	PGK inhibitor	Pin1 inh
31	.	-6%	-7%	-8%
32	5%	13%	-13%	1%
33	9%	-3%	i	-10%
34	4%	12%	4%	2%
35	-6%	-14%	-5%	-8%
36	.	-1%	-3%	-13%
37	.	10%	i	.
38	.	11%	i	-7%
39	-7%	14%	4%	4%
40	-4%	-11%	-9%	13%
41	1%	9%	-3%	12%
42	5%	-15%	i	-7%
